Source: PubChem (Dana-Farber Cancer Institute and Novartis Institutes for BioMedical Research (Cambridge, Mass))
OTUD3 inh = blocks human OTUD3 ubiquitin-rhodamine cleavage | 47,000 tested, 0.7% active | Q5T2D3 | purified OTUD3, Ub-rhodamine fluorescence, 2 h | inhibition, % at 25 µM
USP7 block = human USP7 deubiquitinase inhibition. 47,000 tested, 0.3% active. purified USP7, Ub-rhodamine cleavage fluorescence. inhibition, % at 20 µM
USP17 block = human USP17-like deubiquitinase inhibition | purified USP17, Ub-rhodamine cleavage fluorescence, 3 h | inhibition, % at 50 µM | 47,000 tested, 6.5% active | AID 1645855
USP8 inh = human USP8 deubiquitinase inhibition. purified USP8, Ub-rhodamine cleavage fluorescence, 30 min. inhibition, % at 20 µM. 47,000 tested, 4.2% active. AID 1645853
USP30 block = inhibitors of human USP30 deubiquitinase | Q70CQ3 | purified USP30, Ub-rhodamine cleavage fluorescence | inhibition, % at 25 µM | 47,000 tested, 5.3% active | AID 1645860
UCHL1 block = inhibitors of human UCHL1 deubiquitinase. purified UCHL1, Ub-rhodamine cleavage fluorescence. inhibition, % at 20 µM. 47,000 tested, 0.2% active. AID 1645859
USP10 inh = blocks human USP10 ubiquitin-rhodamine cleavage; 47,000 tested, 1.1% active; purified USP10, Ub-rhodamine fluorescence, 60 min; Q14694; inhibition, % at 20 µM
Target sequence (Q14694 whole entry, looked up): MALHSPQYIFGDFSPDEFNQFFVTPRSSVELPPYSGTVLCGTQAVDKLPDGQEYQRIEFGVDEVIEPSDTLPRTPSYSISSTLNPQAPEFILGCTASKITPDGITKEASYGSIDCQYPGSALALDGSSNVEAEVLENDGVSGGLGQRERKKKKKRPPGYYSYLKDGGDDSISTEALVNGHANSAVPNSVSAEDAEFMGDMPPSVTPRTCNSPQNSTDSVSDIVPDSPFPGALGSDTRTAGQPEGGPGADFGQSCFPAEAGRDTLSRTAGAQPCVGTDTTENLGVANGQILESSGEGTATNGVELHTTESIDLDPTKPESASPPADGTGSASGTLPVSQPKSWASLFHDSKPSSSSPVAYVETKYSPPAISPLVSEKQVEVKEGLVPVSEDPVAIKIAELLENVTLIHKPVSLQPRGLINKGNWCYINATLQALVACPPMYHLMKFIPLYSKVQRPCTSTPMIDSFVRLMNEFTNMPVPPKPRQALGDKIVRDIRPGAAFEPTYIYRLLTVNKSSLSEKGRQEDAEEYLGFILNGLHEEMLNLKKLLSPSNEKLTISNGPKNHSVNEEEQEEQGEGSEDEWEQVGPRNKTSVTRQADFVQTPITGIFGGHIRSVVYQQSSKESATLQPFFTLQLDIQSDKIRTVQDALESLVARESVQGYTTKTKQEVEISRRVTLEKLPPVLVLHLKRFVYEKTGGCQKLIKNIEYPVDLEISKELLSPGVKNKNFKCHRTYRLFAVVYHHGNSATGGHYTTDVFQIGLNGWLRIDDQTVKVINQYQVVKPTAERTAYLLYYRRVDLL
USP28 block = blocks human USP28 ubiquitin-rhodamine cleavage; Q96RU2; purified USP28, Ub-rhodamine cleavage fluorescence, 30 min; inhibition, % at 25 µM; 47,000 tested, 3% active
* marks the source's active call; other numbers are inactive results; x = not tested or not shown. No stated cut-off is given here; in the data, active means inhibition above about 30%; inactive means the rest.

SMILES	OTUD3 inh	USP7 block	USP17 block	USP8 inh	USP30 block	UCHL1 block	USP10 inh	USP28 block
CC(=O)N1CCCC(c2cncc(N3CC4(CCCCC4)OC3=O)n2)C1 (stereo not drawn)	4	-5	-4	-22	4	-2	-2	-1
CC1(C(=O)NC2CCCCC2)Cn2c(cc3sccc32)C(=O)N1Cc1ccccn1 (stereo not drawn)	15	-32	14	18	25	3	2	13
O=C(c1n[nH]c2c1CCCC2)N1CCOCC(Cc2cc(=O)[nH]cn2)C1 (stereo not drawn)	12	5	5	14	0	1	-3	7
CC(=O)NC(Cc1ccc(F)cc1)C(=O)NC1CCN(S(=O)(=O)c2ccccc2)CC1 (stereo not drawn)	12	0	13	15	19	0	2	2
Cc1cccn2c(=O)cc(COc3cccc(NC(=O)Nc4cccc(F)c4)c3)nc12	-28	3	-30	3	-126	-4	8	-40
CCOC(=O)c1cn(CC(=O)N(Cc2ccccc2)c2ccc(Br)cc2)nn1	11	0	5	0	8	4	1	8
O=C(NCc1ccccc1)c1nc2c(s1)CCN(C(=O)c1cccnc1)CC2	9	-1	-32	-305	0	2	-2	1
COc1ccc(CC(=O)N2C[C@H]3N(C)C(=O)c4ccccc4C(=O)[C@@]3(C)C2)cc1	-4	-1	4	8	2	2	1	-1
CC1(c2ncc(CNC(=O)c3n[nH]c4c3CCCC4)cn2)CCCCO1 (stereo not drawn)	12	8	10	-1	32*	2	2	12
O=C(Nc1ccnn1Cc1ccccn1)c1cccnc1Sc1ccc(Cl)cc1	10	-5	1	0	2	0	-1	0
Cc1ccc(C(=O)OCC(=O)N2CC(=O)Nc3ccccc32)cc1C	-19	-5	0	-9	-234	-5	-9	-39
Cc1cc(=O)n2c(n1)NC(N1CCN(c3ccccc3)CC1)=NC2c1cccnc1 (stereo not drawn)	4	4	11	11	11	0	-1	12
CCCC(=O)NC1(c2nc(-c3ccncc3)no2)CCCCC1	2	-8	3	11	2	-1	-1	0
Cn1c(=O)c(N2CCN(S(=O)(=O)c3cccc(Cl)c3)CC2)nc2ccncc21	0	-1	0	-10	-13	-2	0	-10
O=C1CC(C(=O)Nc2ccccc2F)N=C(N2CCN(c3ccccc3)CC2)N1 (stereo not drawn)	-1	-4	1	7	10	1	-1	-3
COc1ccc(C(C)=O)cc1COC(=O)c1oc2ccc(Br)cc2c1C	-9	1	21	5	-58	6	-2	0
COc1ccccc1-n1ccn2cc(-c3ccc4c(c3)OCO4)nc2c1=O	4	11	-1	0	-2	2	0	0
CC(C)c1cccc(C(C)C)c1NC(=O)CCCN1C(=O)NC2(CCCC2)C1=O	0	3	4	-19	6	-1	1	-7
Cc1ccc(NS(=O)(=O)c2ccc3c(c2)C(C)(C)C(=O)N3)cc1C	0	1	1	0	0	1	3	2
Cn1c(=O)n(Cc2ccc(F)cc2)c(=O)c2cnc(-c3ccncc3)nc21	-57	-30	-40	-70	-281	-34	-3	-63
O=C(Nc1ccc(N2CCOCC2)c(S(=O)(=O)Nc2ccc(Cl)cc2)c1)c1cnccn1	-8	4	-16	-116	-13	2	3	-2
CCN1CCN(c2ccc(NC(=O)c3cccc(OC)c3)cn2)C1=O	-17	x	-40	-27	-116	-9	-5	0
CC1CCCCN1c1nc(F)c2c(c1F)S(=O)(=O)CCN2Cc1ccccc1 (stereo not drawn)	7	-3	57*	89*	-24	5	-4	9
O=C(NCc1ccncc1)C1CCCN(c2ncnc3nc[nH]c23)C1 (stereo not drawn)	1	1	1	2	6	-1	-2	-1
Cc1ccc(-n2c(Cc3cccc4ccccc34)nnc2SCC(=O)NC2CCS(=O)(=O)C2)c(C)c1 (stereo not drawn)	4	1	42*	24	-1	4	0	0

Copied from the list:
UCHL1 block with `O=C(Nc1ccnn1Cc1ccccn1)c1cccnc1Sc1ccc(Cl)cc1` reads 0
USP30 block with `CCOC(=O)c1cn(CC(=O)N(Cc2ccccc2)c2ccc(Br)cc2)nn1` reads 8
USP7 block with `Cc1ccc(NS(=O)(=O)c2ccc3c(c2)C(C)(C)C(=O)N3)cc1C` reads 1

One compound at a time, from the list above. Order of values: OTUD3 inh | USP7 block | USP17 block | USP8 inh | USP30 block | UCHL1 block | USP10 inh | USP28 block
Entry for `CC1(c2ncc(CNC(=O)c3n[nH]c4c3CCCC4)cn2)CCCCO1` (stereo not drawn) : 12 | 8 | 10 | -1 | 32* | 2 | 2 | 12
Entry for `O=C(NCc1ccccc1)c1nc2c(s1)CCN(C(=O)c1cccnc1)CC2` : 9 | -1 | -32 | -305 | 0 | 2 | -2 | 1
Entry for `O=C(NCc1ccncc1)C1CCCN(c2ncnc3nc[nH]c23)C1` (stereo not drawn) : 1 | 1 | 1 | 2 | 6 | -1 | -2 | -1
Entry for `CC1(C(=O)NC2CCCCC2)Cn2c(cc3sccc32)C(=O)N1Cc1ccccn1` (stereo not drawn) : 15 | -32 | 14 | 18 | 25 | 3 | 2 | 13

(further entries)
SMILES	OTUD3 inh	USP7 block	USP17 block	USP8 inh	USP30 block	UCHL1 block	USP10 inh	USP28 block
O=C(NC(c1ccccc1)c1nnc(-c2ccccc2)o1)c1ccccc1Cl (stereo not drawn)	12	-9	39*	0	32*	-3	3	7
CCCCc1nc2sc3c(NCCN4CCOCC4)ncnc3c2c2c1CCC2	-9	-3	-14	-13	-31	2	0	83*
CC(NC(=O)Cc1ccc(Cl)cc1)c1nc(-c2ccncc2)n[nH]1 (stereo not drawn)	-3	-2	1	1	-7	-3	-2	-15
Cc1ccccc1NC(=O)CC1COc2ccccc2NC1=O (stereo not drawn)	0	-1	-4	-4	-8	-2	-1	0
CCc1ccc(NC(=O)Cn2c(=O)n(CCCC(=O)NC3CCN(Cc4ccccc4)CC3)c(=O)c3ccccc32)cc1	10	-4	0	0	-5	-4	-7	-8
Nc1c(C(=O)NC2CCCC2)nnn1-c1ccccc1F	0	4	0	9	20	1	3	6
CC(C)n1ncc2c(C(=O)NCCc3ccc(Cl)cc3)cc(C3CC3)nc21	-6	0	-27	4	-88	0	-4	38*
Cc1ccccc1C(CC(=O)Nc1ccc2c(c1)OCCO2)n1cccc1 (stereo not drawn)	-6	1	3	-14	1	0	7	30
CN1Cc2ccccc2CN2CCN(S(=O)(=O)c3ccc(C(F)(F)F)cc3)CC2C1 (stereo not drawn)	13	-5	-33	-153	5	1	-7	2
CN(C)S(=O)(=O)c1cccc(NC(=O)c2cc(-c3cccs3)on2)c1	4	9	18	12	18	1	15	11
CCN1C[C@H]2COc3ccc(C)cc3[C@H]2N(C(=O)c2cccc(OC)c2)CCC1=O	4	2	6	12	16	2	1	6
CCCC(=O)Nc1ccc(Nc2cc(N3CCCCC3)nc(C)n2)cc1	-14	-1	-25	-224	-20	-2	-3	-21
O=C(c1ccc2nc[nH]c2c1)N1C[C@H]2CC[C@@H](Nc3cccnn3)[C@H]2C1	-3	-3	-4	16	-32	-6	-2	-18
CCCc1nc2sc3c(N4CCC(C)CC4)ncnc3c2c2c1CCC2	-5	0	-14	-5	7	-3	0	3
O=C(c1ccccc1F)N1CCCC(Cc2cnc(-c3ncc[nH]3)cn2)C1 (stereo not drawn)	-1	0	-6	-20	-3	-4	-2	-9
O=C(Nc1nnc(Cc2ccc([N+](=O)[O-])cc2)s1)c1ccc2c(c1)OCO2	-10	1	2	-21	-34	-3	-3	-20
COCCNC(=O)c1ccc(Oc2nccnc2Sc2ccccc2)cc1	3	3	4	11	16	3	-1	2
CC(C)N1C[C@]2(CCC1=O)CN(C)C[C@H]2C(=O)N1CCN(c2ccccc2)CC1	0	1	-1	-7	-12	-2	-3	-8
O=C(N[C@@H]1C[C@@H](Oc2cccnc2)[C@H](O)[C@H]1N1CCCCC1)c1cnco1	-2	2	-7	0	-21	0	-1	-14
CCOc1ccc(CC(=O)N2CCC(c3onc4c3CCCC4)CC2)cc1	4	-2	3	0	15	2	1	7
Cc1ccc(CNC(=O)N2CCN(Cc3ccc4nccnc4c3)CC2)cc1	-19	-5	x	-48	-55	-9	-3	-20
O=C(CSc1nnc(Cc2ccccc2)n1C1CCCCC1)Nc1ccccc1Cl	6	4	4	6	20	4	10	14
COc1ccc(C2Sc3ccccc3NC3=C2C(=O)c2ccccc23)c(OC)c1 (stereo not drawn)	10	8	9	-7	15	8	7	4
Cc1noc(-c2ccnc(-n3ncc(C(=O)NCc4ccc(Cl)cc4)c3C)c2)n1	14	6	-1	-4	4	2	0	2
COc1ccc2cc1Oc1cc(ccc1OC)C(O)C13SSC4(C(=O)N1C)C(O)C1=COC=CC(OC2=O)C1N4C3=O (stereo not drawn)	9	-1	-32	-2	73*	-6	-4	-10

(cont.)
SMILES	OTUD3 inh	USP7 block	USP17 block	USP8 inh	USP30 block	UCHL1 block	USP10 inh	USP28 block
CCS(=O)(=O)N1CCC(c2nc(C)c3c(n2)N(Cc2ccccc2)C(=O)CC3)C1 (stereo not drawn)	-8	-3	-13	-3	x	-3	-3	x
Cc1ccc(S(=O)(=O)N2CCC(n3cnc4ccc(C)cc4c3=O)CC2)cc1	2	8	18	0	35*	7	2	14
CN1C(=O)[C@H](Cc2ccccc2)N(C)C(=O)[C@@H]2[C@H]1CCN2C(=O)Nc1cccc(C#N)c1	-2	-8	-6	-1	-5	-2	0	-9
COc1cc2ncn(CCC(=O)N3CCN(Cc4ccccc4)CC3)c(=O)c2cc1OC	-1	0	-2	0	1	-3	-1	1
O=S(=O)(NNc1nc2ccccc2nc1C(F)(F)F)c1ccc(Br)cc1	15	8	13	-29	36*	2	16	12
O=C(c1ccc(Cl)cc1)[C@@H]1[C@H](C(=O)OC(c2ccccc2)c2ccccc2)N2c3ccccc3C=CC2[C@@]12C(=O)Nc1ccccc12 (stereo partly drawn)	-38	-15	-11	52*	-312	-15	-4	-86
Cc1ccc(NC(=O)C2C3C=CC4(O3)C2C(=O)N(C2CCCCC2)C4C(=O)NC2CCCCC2)cc1Cl (stereo not drawn)	0	-80	10	21	0	1	7	-2
CC(C)=CCCC(C)(O)CCCC(C)(O)CCCC(C)(O)CCCC(C)(O)CCCC(C)(O)CCC/C(C)=C/CC/C(C)=C/CC/C(C)=C/CO (stereo not drawn)	4	5	5	1	2	1	10	4
CCn1cnc(S(=O)(=O)N2CCCC(C(=O)NC3CCCCCC3)C2)c1 (stereo not drawn)	-2	-1	-1	-1	11	-5	3	-6
COC(=O)c1ccc(C2c3[nH]c4ccccc4c3C[C@H]3C(=O)N(c4ccccc4C(=O)OC)C(=O)N23)cc1 (stereo partly drawn)	-34	0	-35	-14	-102	-6	-8	-15
COc1ccccc1CNC(=O)c1[nH]nc2c1CCc1ccccc1-2	0	9	0	-5	4	5	-1	29
CC(C)OCc1ncn2c1CN(C(=O)c1ccc(C(F)(F)F)cc1)CCC2	-2	1	-1	-20	9	0	1	-4

Two records picked at random from the list so far, as already listed:
SMILES	OTUD3 inh	USP7 block	USP17 block	USP8 inh	USP30 block	UCHL1 block	USP10 inh	USP28 block
COC(=O)c1ccc(C2c3[nH]c4ccccc4c3C[C@H]3C(=O)N(c4ccccc4C(=O)OC)C(=O)N23)cc1 (stereo partly drawn)	-34	0	-35	-14	-102	-6	-8	-15
CN1C(=O)[C@H](Cc2ccccc2)N(C)C(=O)[C@@H]2[C@H]1CCN2C(=O)Nc1cccc(C#N)c1	-2	-8	-6	-1	-5	-2	0	-9
